Source: PubChem (Sanford-Burnham Center for Chemical Genomics)
CXCR6 inh: CXCR6 receptor inhibitors, primary screen, cell-based, beta-arrestin, luminescence, CHO-K1 PathHunter, 1536-well; C-X-C chemokine receptor type 6 (Homo sapiens), O00574; inhibition, % at 20 µM; hit rate 0.36% among 360,000; AID 602244, 2012; in the data active = inhibition above about 34%, passing the limit was not always enough;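 also: antagonist mode with CXCL16 agonist at 10 nM final; 0% = 10 nM CXCL16 with DMSO and 100% = unstimulated wells without agonist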
Target sequence (O00574 whole entry, looked up): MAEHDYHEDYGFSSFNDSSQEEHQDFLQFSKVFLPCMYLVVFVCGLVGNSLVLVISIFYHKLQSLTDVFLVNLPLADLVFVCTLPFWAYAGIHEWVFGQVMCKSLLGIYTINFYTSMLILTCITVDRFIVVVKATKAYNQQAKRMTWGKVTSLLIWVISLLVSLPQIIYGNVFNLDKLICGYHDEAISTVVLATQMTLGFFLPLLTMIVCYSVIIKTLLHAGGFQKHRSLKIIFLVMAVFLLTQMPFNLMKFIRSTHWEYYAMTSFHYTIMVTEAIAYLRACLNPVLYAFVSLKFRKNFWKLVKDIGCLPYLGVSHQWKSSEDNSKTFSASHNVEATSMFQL
tim23-1 inh: growth inhibitors of tim23-1 mutant yeast, primary screen, luminescence, uHTS. S. cerevisiae tim23-1 growth, BacTiter-Glo luminescence, 24 h. inhibition, % at 20 µM. hit rate 1.3% among 330,000. AID 463212, 2010;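 active = growth inhibition of the mutant yeast at or above 50%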;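 also: temperature-sensitive mutant grown at 25 °C; plate controls were DMSO-treated mutant yeast for no effect and medium wells lacking yeast for full effect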
APJ agonist: agonists of human apelin receptor APJ, primary screen, CHO-K1 cells, PathHunter beta-arrestin, luminescence | P35414 | 0% DMSO wells, 100% apelin | activation, % at 20 µM | hit rate 0.11% among 330,000 | AID 2520, 2010;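 active = activation more than six SD over the plate average, tested at 20 µM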;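 also: 0% = DMSO alone and 100% = apelin-13 at 10 nM; some results filed as inactive read as strong as hits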
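Test system: CHO-K1 APJ beta-arrestin complementation cell line. Amount: cell density 1000 per well. Controls: DMSO negative, 10 nM Apelin-13 positive. Signal: luminescent beta-gal fragment complementation, chemiluminescent substrate. Read-out basis: agonist-driven arrestin binding to APJ. Timing: compound stimulation 90 min at 25 °C, detection 60 min.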
CCR6 antag: CCR6 receptor antagonists, primary screen, cell-based, CHO-K1, luminescence, beta-arrestin, uHTS | C-C chemokine receptor type 6 (Homo sapiens), P51684 | CHO-K1 CCR6 PathHunter beta-arrestin, CCL20-stimulated | inhibition, % at 20 µM | hit rate 0.49% among 340,000 | AID 493098, 2011;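 active = compounds whose inhibition of the agonist-driven luminescence signal at 20 µM reaches about 50%, limit read from the data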;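 also: cells stimulated with CCL20 at 14 nM final; plate controls were DMSO with CCL20 for no effect and DMSO without agonist for full effect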
Target sequence (P51684 whole entry, looked up): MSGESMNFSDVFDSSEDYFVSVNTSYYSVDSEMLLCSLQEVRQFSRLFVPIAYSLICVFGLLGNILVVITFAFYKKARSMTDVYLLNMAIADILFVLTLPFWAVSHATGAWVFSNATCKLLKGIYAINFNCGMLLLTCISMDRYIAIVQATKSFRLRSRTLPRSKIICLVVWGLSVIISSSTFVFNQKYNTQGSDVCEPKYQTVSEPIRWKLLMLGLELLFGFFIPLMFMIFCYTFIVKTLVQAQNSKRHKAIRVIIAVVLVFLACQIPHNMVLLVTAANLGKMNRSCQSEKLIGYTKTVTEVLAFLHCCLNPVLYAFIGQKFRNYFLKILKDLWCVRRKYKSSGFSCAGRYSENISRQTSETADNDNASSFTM
XBP1 UPR activ: activators of adaptive XBP1 UPR arm, primary screen, cell-based, CHO-XBP1 luciferase reporter, luminescence, uHTS | IRE1-XBP1 UPR activation; percent of tunicamycin response, DMSO as zero | activation, % at 20 µM | hit rate 0.33% among 330,000;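 active = versus positive control, 20 µM dose yields 30% or more activation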;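 also: 100% = tunicamycin at 10 µg/mL and 0% = DMSO only wells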
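Signal: luciferase luminescence; Assay system: CHO-XBP1 luciferase reporter cells; Amount: one thousand reporter cells per well; Dosing: 20 µM single concentration, DMSO 1%; Benchmarks: high control tunicamycin 10 µg/mL final, low control DMSO vehicle only; Schedule: 6 h compound exposure at 37 °C, 5% CO2; Evaluation: percent activation relative to tunicamycin reference.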
EBI2 antag: EBI2 receptor antagonists, beta-arrestin recruitment, primary screen, cell-based, luminescence, 7a,25-OHC stimulation, uHTS; hit rate 0.81% among 360,000; G-protein coupled receptor 183 (Homo sapiens), P32249; AID 651636, 2012; inhibition, % at 5 µM; 7a,25-OHC stimulated; in the data active = inhibition above about 38%;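 also: enzyme fragment complementation signal reports receptor beta-arrestin coupling in cells; 0% = agonist plus DMSO wells and 100% = wells without agonist; some results beyond the cut were filed as inactive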
Target sequence (P32249 whole entry, looked up, the tested form may be a part): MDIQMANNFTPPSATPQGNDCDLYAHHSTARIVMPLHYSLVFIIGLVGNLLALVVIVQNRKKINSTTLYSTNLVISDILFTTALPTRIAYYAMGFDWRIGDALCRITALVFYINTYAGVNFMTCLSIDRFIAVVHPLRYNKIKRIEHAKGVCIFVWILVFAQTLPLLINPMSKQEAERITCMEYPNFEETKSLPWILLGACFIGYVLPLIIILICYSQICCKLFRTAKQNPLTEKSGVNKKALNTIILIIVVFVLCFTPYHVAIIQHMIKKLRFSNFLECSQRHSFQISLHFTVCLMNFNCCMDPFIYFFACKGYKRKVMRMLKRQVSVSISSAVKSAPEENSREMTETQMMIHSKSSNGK
Mdm2-MdmX inh: inhibitors of human Mdm2-MdmX association, primary screen, cell-based, luminescence, split luciferase, SaOS-2, uHTS. SaOS-2 split-luciferase Mdm2/MdmX complementation. Protein Mdm4 (Homo sapiens) + E3 ubiquitin-protein ligase Mdm2 (Homo sapiens), …. hit rate 3% among 330,000. inhibition, % at 8 µM;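 active = inhibition of at least 50% at 8 µM in the primary screen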
UPR CHOP act: activators of apoptotic CHOP UPR arm, primary screen, cell-based, CHO-CHOP luciferase reporter, luminescence, uHTS; activation, % at 10 µM; AID 449763, 2010; UPR activation; percent of tunicamycin response over DMSO baseline; hit rate 0.34% among 330,000;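 active = at 10 µM dose, activation of 40% or more, normalized to positive control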;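 also: 100% = tunicamycin at 10 µg/mL and 0% = DMSO alone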
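System: CHO CHOP reporter cells. Amount: 500 cells per well. Buffer or medium: F12 medium, 10% FBS. Compound dosing: one dose, 10 µM in 0.5% DMSO. Incubation: 6 h compound exposure at 37 °C after overnight seeding. Technique: Steady-Glo luciferase luminescence. Benchmarks: tunicamycin and DMSO controls.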
APJ antagonist: antagonists of human apelin receptor APJ, primary screen, CHO-K1 cells, beta-arrestin complementation, luminescence | AID 2521, 2010 | P35414 | inhibition, % at 20 µM | hit rate 0.32% among 330,000;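 active = inhibition above about 40% at 20 µM, limit read from the data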;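 also: cells challenged with 10 nM apelin-13 agonist together with compound; plate controls were apelin-13 plus DMSO wells for no effect and DMSO wells lacking apelin-13 for full effect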
* hit, by the source's call; . = no result given; & = joins results of further samples. Not all compounds are listed; count on the stated rates, not on these rows.

SMILES	CXCR6 inh	tim23-1 inh	APJ agonist	CCR6 antag	XBP1 UPR activ	EBI2 antag	Mdm2-MdmX inh	UPR CHOP act	APJ antagonist
CC1(C)C2CC=C(CN3CCC(O)CC3)C1C2 (configuration not stated)	-7	-8	-2	-7	2	-5	17	-0.2	1
CCc1ccc(N2C(=O)NC(=O)C(CCc3ccncc3)(CCc3ccncc3)C2=O)cc1	0	10	1	5	-2	2	-8	1.8	4
Cc1cccc(NC(=O)CN2CCN(C(=O)COc3cccc(Br)c3)CC2)c1C	3	37	-4	12	-2	24	7	1.5	6
CN(C)C(=O)Oc1cc(OC(=O)N(C)C)cc(C(O)CNC(C)(C)C)c1 (configuration not stated)	-1&1	2	5	10&-2	-8	-5&-9	-7	0.7	7
COc1ccc(CCN(C)Cc2ccc(F)cc2F)cc1OC	7	10	-7	4	0	-2	15	0.2	10
CN1C(=O)C(=Cc2c(OCc3cnc(Cl)s3)ccc3ccccc23)C(=O)N(C)C1=O	-11	75*	-3	1	6	-8	-10	5.7	4
COc1ccc2ccccc2c1CNCCc1ccccc1	-3	-11	-3	9	-3	-1	29	0.6	-6
CC(C)c1ccc(C2N3CCCN23)cc1 (configuration not stated)	2	23	5	3	-1	-2	-9	2.7	-6
N#Cc1ccc(Cn2cc(C(=O)c3ccco3)c3ccccc32)cc1	0	43	-8	14	-2	-19	6	-1.4	-1
CCCCn1c(O)c(C(C)=Nc2ccc(OCC)cc2)c(=O)[nH]c1=O	-2	37	-3	17	3	1	16	-0.1	16
C/C=C/c1ccc2c(c1)OCO2	1	10	-1	8	4	1	-3	-0.5	0
CC(=O)c1ccc(OC(NC(=O)c2ccco2)C(Cl)(Cl)Cl)cc1 (configuration not stated)	-2	16	0	4	-1	-9	8	3.2	10
COC(=O)C1=C(c2cc3ccccc3o2)C[C@@H]2CC[C@H]1N2C(=O)N1CCC(C)CC1	8	-19	-7	41	-3	10	17	-0.9	14
CC(=O)O[C@@]12CO[C@@H]1C[C@H](O)[C@@]1(C)C(=O)[C@H](O)C3=C(C)[C@@H](O)C[C@@](O)([C@@H](OC(=O)c4ccccc4)C12)C3(C)C (some centres not stated)	-7	-11	-3	-7	-3	-2	30	0.8	2
C/C(=N\NC(=O)c1ccccc1O)c1c(O)n(C2CCCCC2)c(=O)[nH]c1=O	8	3	-5	15	-6	2	14	2.0	19
COC(=O)C1=C(c2cccc(OCc3ccccc3)c2)C[C@@H]2CC[C@H]1N2C(=O)NCc1ccc(F)cc1	18	30	-4	14	0	26	33	2.8	7
C[C@]12CC[C@H](O)CC1=CC[C@@H]1[C@@H]2CC[C@@]2(C)[C@H]1CC[C@]2(C)O	.	22	-2	.	-2	.	4	0.2	-13
O=C1CCCN1C(=O)c1cncc(Br)c1	2	2	-2	5	-2	-9	20	-0.2	5
CCOC(C[n+]1c(-c2ccccc2)cc(C)cc1-c1ccccc1)OCC	1	-5	-5	10	0	5	33	-1.8	-4
Clc1cccc(N2CCNCC2)c1Cl	8	-1	-3	-9	1	-1	20	-1.3	-16
Cc1cc(OC(C)C(=O)NCC(O)c2ccccc2)c2c3c(c(=O)oc2c1)CCCC3 (configuration not stated)	-2	12	-1	12	-4	3	15	0.3	-4
COc1ccccc1C1CC2CCC(C1OC(C)=O)N2Cc1ccccc1 (configuration not stated)	4	6	-4	12	-5	15	11	-1.8	16
COc1ccc(CC[n+]2cc(/N=C(\C)[O-])on2)cc1OC	-13	-9	1	7	0	-10	4	-0.2	10
Cc1nn(Cc2ccccc2Cl)c(C)c1C(=O)OCC(=O)NC1CCS(=O)(=O)C1 (configuration not stated)	7	9	-3	9	-1	-12	7	-1.2	1
CCN(CC)P(c1n(C)cc[n+]1C)N(CC)CC	10	8	-1	7	3	-3	0	0.3	-1
Cc1cc(C)cc(-n2c(O)c(C=Nc3ccc(N4CCOCC4)cc3)c(=O)[nH]c2=S)c1	5	-2	-1	11	3	-11	8	-1.8	6
Cc1c2cnn(CC(=O)N3CCC4(CC3)OCCO4)c(=O)c2c(C)n1Cc1cccc(Cl)c1	-1	-7	-5	13	-3	10	1	-1.1	-2
CN(C)[C@@H]1C(=O)C(C(N)=O)=C(O)[C@@]2(O)C(=O)C3=C(O)c4c(O)cccc4[C@@](C)(O)C3[C@H](O)C12 (some centres not stated)	-10&-6	-11	4	1&-2	-6	-14&-3	16	-1.3	-3
COC(=O)OCC12CCC(O1)C1(C)C(=O)OCC21 (configuration not stated)	-1	-1	-2	3	-3	-5	19	0.8	5
COc1ccc(OC)c(NP(=O)(Oc2ccc(Cl)cc2)Oc2ccc(Cl)cc2)c1	-2	21	-1	4	-3	-7	20	1.7	9
Cn1c(O)c(C(=Nc2ccccc2)SCc2ccccc2Cl)c(=O)n(C)c1=O	3	18	3	12	1	-4	-31	-0.9	-12
O=c1[nH]c(=O)n(-c2cccc3ccccc23)c(O)c1C=NCCCn1ccnc1	-2	3	-3	2	2	3	5	-4.8	5
O=[N+]([O-])/C(Cl)=C1\NCCN1Cc1ccc(Cl)nc1	-6	2	-1	-15	-1	8	13	-0.4	-14
CN1CCC(OC(=O)c2cccc(F)c2)CC1	-2	-4	-1	7	-5	-1	10	1.1	-4
CCn1c(C)c(C(=O)Nc2ccc(OC)cc2)c2cc(OC)ccc21	-8	5	-3	6	-2	-3	7	7.8	1
O=c1[nH]c(=O)n(-c2ccccc2)c(O)c1C=NC12CN3CN(CN(C3)C1)C2	.	-7	0	.	-4	.	-22	1.7	7
COP(=O)(OC)C1(Nc2ccc(C)cc2)CCCCC1	8	9	-3	22	-3	-9	-5	-3.8	17
COc1cccc(N2C(=O)/C(=C/c3ccc(C)o3)C(=O)NC2=S)c1	9	18	-7	23	-1	7	-12	262*	0
Cc1cc(/C=C2\C(=O)NC(=O)N(c3ccc(Cl)cc3)C2=O)c(C)n1-c1cccc(C(=O)O)c1	8	11	-5	17	-4	-12	-13	1.0	-12
O=C1NC(=O)N(c2ccccc2)C(=O)/C1=C/c1ccc2c(c1)Cc1ccccc1-2	.	23	-1	.	2	.	-4	1.0	13

Complete entries, quoted from the list. Order of values: CXCR6 inh | tim23-1 inh | APJ agonist | CCR6 antag | XBP1 UPR activ | EBI2 antag | Mdm2-MdmX inh | UPR CHOP act | APJ antagonist
Entry for COc1ccc(CCN(C)Cc2ccc(F)cc2F)cc1OC = 7 | 10 | -7 | 4 | 0 | -2 | 15 | 0.2 | 10
Entry for CCn1c(C)c(C(=O)Nc2ccc(OC)cc2)c2cc(OC)ccc21 = -8 | 5 | -3 | 6 | -2 | -3 | 7 | 7.8 | 1
Entry for COc1ccc(OC)c(NP(=O)(Oc2ccc(Cl)cc2)Oc2ccc(Cl)cc2)c1 = -2 | 21 | -1 | 4 | -3 | -7 | 20 | 1.7 | 9

The list goes on:
SMILES	CXCR6 inh	tim23-1 inh	APJ agonist	CCR6 antag	XBP1 UPR activ	EBI2 antag	Mdm2-MdmX inh	UPR CHOP act	APJ antagonist
CN1C(=O)C(=Cc2coc3ccccc3c2=O)C(=O)N(C)C1=O	-17	34	0	-19	-2	-17	25	-0.3	7
COC(=O)C1=C(c2cccc(C#N)c2)C[C@@H]2CC[C@H]1N2C(=O)NCCNC(C)=O	1	-7	-4	1	-3	4	12	-0.6	7
C=CCN1C(=O)NC(=O)/C(=C/c2ccc(OC)c(CSc3ccccn3)c2)C1=O	4	20	-3	34	0	-2	-8	0.4	2
C=CCN1C(=O)CSc2ccc(C(=O)N3CCC4(CC3)OCCO4)cc21	-2	1	-1	4	-1	-4	-17	0.7	6
COc1ccc(CCC(C)NCCc2ccccc2)cc1 (configuration not stated)	1	-17	0	5	-2	-2	-20	1.7	15
O=c1c2ccccc2nc(/C=C/c2ccc(O)cc2)n1-c1ccccc1O	-4	31	-1	1	0	21	39	2.6	-8
O=C1C2CCN(CC2)C1Cc1ccc(OCCOc2ccccc2)cc1 (configuration not stated)	5	-6	-2	1	-1	-1	7	-0.2	2
CN1CCC2(O)OCCCC2C1 (configuration not stated)	0	-11	-5	1	-1	-12	17	1.2	0
Cc1ccc(Oc2cc(NN3CCCCC3)c([N+](=O)[O-])cc2[N+](=O)[O-])c([N+](=O)[O-])c1	-1	17	9	26	-4	11	51*	1.0	-12
COc1ccccc1OC(=O)c1ccc(C)c(S(=O)(=O)N2CCOCC2)c1	4	23	0	15	1	-17	-3	1.4	-3
CC(=O)O[C@@H]1/C=C/[C@](C)(O)C[C@@H](C)C/C=C/[C@H]2[C@@H]3O[C@]3(C)[C@@H](C)[C@H]3[C@H](Cc4ccccc4)NC(=O)[C@@]312	6	17	3	14	-2	-26	78*	1.9	-4
CCNc1nc(Cl)nc(NC(C)C)n1	-3	-7	-1	1	0	3	7	0.4	1
COC(=O)C1=C(c2ccc(-c3ccccc3)c(F)c2)C[C@@H]2CC[C@H]1N2C(=O)N1CCC(C)CC1	41*	24	-4	28	-4	33	15	0.4	14
C[C@@H]1O[C@@H](O[C@@H]2C=C3CC[C@@H]4C(CC[C@]5(C)[C@@H](c6ccc(=O)oc6)CC[C@]45O)[C@@]3(C)CC2)[C@H](O)[C@H](O)[C@H]1O (some centres not stated)	-14	-3	-2	-19	-4	-13	87*	1.0	5
CCN1C(=O)C(=Cc2c(C)n(CC(=O)NCC3CCCO3)c3ccccc23)C(=O)N(CC)C1=S (configuration not stated)	-2	2	-5	-8	-4	3	14	1.4	6
Cc1ccccc1C1=NCC(=O)N(CC(=O)NCc2ccco2)c2sc3c(c21)CCCC3	2	44	0	13	-1	6	7	2.6	9
COC(=O)C1=C(c2ccccc2)C[C@@H]2CC[C@H]1N2C(=O)NCc1ccccc1	1	15	-4	2	2	-6	-9	0.9	-43
CCOP(=O)(Cc1ccc(C(=O)CC)o1)OCC	-5	-11	-1	-1	-1	-15	17	-2.3	17
O=c1[nH]c(=O)n(CCc2ccccc2)c(O)c1C=NCCN1CCNCC1	0	17	0	17	1	6	-2	-0.9	-9
O=C(O)c1c[nH]c2ccc(S(=O)(=O)N(CCCl)CCCl)cc12	-1	-2	-4	-16	-2	-5	-4	-0.1	4
c1ccc(CCNCc2cccnc2)cc1	3	0	-2	14	-4	-2	-17	0.5	6
O=[N+]([O-])c1cc([As](=O)(O)c2ccc(O)c([N+](=O)[O-])c2)ccc1O	6	2	-8	22	2	-3	3	0.0	4
